HTR5A ag ctr = HTR5A agonism, opioid heterodimer counter-screen; HTR5A agonist assay, luminescence, cell-based; activation, % at 9.3 µM; 0.61% of 340,000 active; in the data active means activation mostly above about 9.5%, no sharp cut-off; inactive means mostly below about 7.6%;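 further: 0% = cells with vehicle only and 100% = reference agonist; strong numbers were not always called active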
MITF TRPM1 HTS = activators of MITF-driven TRPM1 promoter activity in SK-MEL-5 cells; 0.75% of 300,000 active; SK-MEL-5 TRPM1-promoter luciferase, 24 h; % of positive control, neutral wells = 0; activation, % at 12.5 µM;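 active means mean activation of at least 80% with every replicate also reaching 80%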;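 further: 0% = neutral control wells and 100% = parthenolide positive control wells; values of inactives mirror those of a sister screen read the other way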
SR-BI DiI-HDL act = activators of SR-BI mediated HDL lipid uptake; CHO ldlA[mSR-BI] cells, DiI-HDL uptake fluorescence, 3 h; 100 = double the neutral-control signal; activation, % at 12.5 µM; 0.096% of 320,000 active; AID 504775;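 active means mean replicate activation of at least 60% and every replicate at or above 60%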;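 further: 0% = median plate neutral-control signal and 100% = twice that signal; values of inactives mirror those of a sister screen read the other way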
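Material – SR-BI-overexpressing, LDLR-lacking CHO cells · Medium – BSA-supplemented, HEPES-buffered Ham's F12, pH 7.4 · Doses – single concentration · Times – compound with DiI-HDL co-incubation, 3 h at 37 °C · Measured by – bottom-read fluorescence, 550/595 nm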
SR-BI DiI inh = mouse SR-BI HDL lipid transfer inhibition | ldlA[mSR-BI] CHO cells, DiI-HDL uptake fluorescence, 3 h | AID 488896 | inhibition, % at 12.5 µM | 0.96% of 320,000 active;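 active means mean replicate inhibition of at least 70% and a set share of replicates each scoring 70 or more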;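 further: 0% = median of neutral control wells and 100% = median of positive control wells; values of inactives mirror those of a sister screen read the other way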
Target sequence (Q61009 whole entry, looked up): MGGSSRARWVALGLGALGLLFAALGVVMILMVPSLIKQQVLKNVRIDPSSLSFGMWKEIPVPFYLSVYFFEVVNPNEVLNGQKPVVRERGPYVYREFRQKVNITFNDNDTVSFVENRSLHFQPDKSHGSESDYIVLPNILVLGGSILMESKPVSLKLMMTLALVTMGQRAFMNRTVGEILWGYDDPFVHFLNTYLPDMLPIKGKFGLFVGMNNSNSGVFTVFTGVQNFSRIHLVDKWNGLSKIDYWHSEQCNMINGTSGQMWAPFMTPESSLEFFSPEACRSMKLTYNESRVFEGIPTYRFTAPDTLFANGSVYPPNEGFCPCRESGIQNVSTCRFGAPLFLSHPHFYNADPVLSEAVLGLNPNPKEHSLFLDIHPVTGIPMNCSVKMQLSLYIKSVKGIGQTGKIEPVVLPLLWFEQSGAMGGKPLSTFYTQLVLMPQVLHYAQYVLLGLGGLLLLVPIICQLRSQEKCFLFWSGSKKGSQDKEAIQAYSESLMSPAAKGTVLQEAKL
Wnt act = activates Wnt/beta-catenin signaling in a reporter cell assay. activation, % at 9.35 µM. AID 743398. 1.2% of 300,000 active. activator, plate reader; in the data active means activation above about 30%, passing the limit was not always enough;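 further: 0% = neutral control wells and 100% = positive control wells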
Rtt109 Vps75 = inhibitors of Candida albicans Rtt109/Vps75 histone acetyltransferase | 0.16% of 330,000 active | AID 540336 | Q5AAJ8 | purified Rtt109/Vps75, ThioGlo CoA-SH fluorescence, 4 h | inhibition, % at 34.9 µM;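 active means inhibition of at least 50% in every replicate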
RTF Ca sens act = increases calcium sensitivity of human cardiac regulated thin filaments | IANBD-labeled TnC RTF fluorescence at EC20 calcium; 0% EC20 calcium, 100% full calcium | AID 493008 | 0.24% of 340,000 active | P19429+P45379 | activation, % at 7.2 µM;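 active means activation above the mean over all tested compounds plus 3 SD, cut at about 30% in these data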;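 further: rise in fluorescence read as greater calcium sensitivity of cardiac thin filaments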
PvdQ inh = blocks Pseudomonas aeruginosa PvdQ acylase activity. purified PvdQ acylase, fluorescence plate reader. inhibition, % at 10 µM. 0.063% of 340,000 active. AID 488965; in the data active means inhibition above about 30%, passing the limit was not always enough;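 further: 0% = vehicle neutral wells and 100% = reference inhibitor wells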
CDK5 inh = inhibitors of human CDK5/p35 kinase | Recombinant CDK5/p35, ADP-Glo luminescence, 60 min | inhibition, % at 10 µM | 0.01% of 330,000 active;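 active means highest replicate inhibition of at least 50% and at least 75% of replicates reaching 50%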;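 further: plate controls were DMSO neutral control for no effect and GW8510 at 10 µM for full effect; many of its hits are not listed in these tables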
dFosB act = activators of mouse delta FosB homodimer | activation, % at 25 µM | purified delta FosB, TAMRA-CDK5 oligo fluorescence polarization; percent of positive-control signal above neutral wells | P13346 | 0.99% of 340,000 active | AID 493131;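 active means mean activation above about 17%, with every replicate also reaching it, limit read from the data, passing the limit was not always enough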;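 further: fluorescence polarization rise as delta FosB binds a TAMRA Cdk5 AP-1 oligo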
Target sequence (P13346 whole entry, looked up): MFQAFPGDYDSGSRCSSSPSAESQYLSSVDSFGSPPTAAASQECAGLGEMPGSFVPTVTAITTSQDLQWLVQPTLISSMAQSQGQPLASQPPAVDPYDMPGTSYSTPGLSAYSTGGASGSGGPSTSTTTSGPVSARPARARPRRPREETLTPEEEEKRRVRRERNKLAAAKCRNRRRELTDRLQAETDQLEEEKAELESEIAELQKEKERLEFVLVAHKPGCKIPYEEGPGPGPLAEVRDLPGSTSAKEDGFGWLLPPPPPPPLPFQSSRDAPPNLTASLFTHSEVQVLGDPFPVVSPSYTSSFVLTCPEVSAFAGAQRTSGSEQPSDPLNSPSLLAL
* = called active by the depositor; · = no result given.

Compound	HTR5A ag ctr	MITF TRPM1 HTS	SR-BI DiI-HDL act	SR-BI DiI inh	Wnt act	Rtt109 Vps75	RTF Ca sens act	PvdQ inh	CDK5 inh	dFosB act
CC1(C)CC(=O)C=C(C(=O)N2CCCC(C(=O)c3cccc(C(F)(F)F)c3)C2)O1 (stereo not drawn)	0	-5	6	-6	0	14	-4	4	1.6	-2
Cc1ccnc(NC(=O)c2ccc(Br)s2)c1	4	50	3	-3	35*	-3	21	-13	4.9	-5
CCC(=O)c1ccccc1OCCCn1cncn1	1	-29	15	-15	·	-5	1	6	-0.7	-2
CCC(C)(C)C1CCc2[nH]nc(C(=O)NCC3CC3)c2C1 (stereo not drawn)	-3	18	-20	20	0	0	-6	-19	12	-11
Cc1cccc(CSC2=CS(=O)(=O)c3ccccc3N2)c1	3	-2	14	-14	·	0	0	7	-3.8	0
Cc1ccc(S(=O)(=O)/C(C#N)=C/c2c(N3CC(C)OC(C)C3)nc3c(C)cccn3c2=O)cc1 (stereo not drawn)	-5	·	30	-30	·	1	6	7	1.2	1
N#CC1C(=O)NC(N2CCN(c3ccccc3)CC2)=NC12CCCCC2 (stereo not drawn)	2	·	-22	22	1	-11	11	-11	-0.7	1
CNC(=O)OCc1nc(SSC(C)(C)C)n(C)c1COC(=O)NC	0	-59	19	-19	-5	0	-2	-20	-0.9	-6
Cc1ccc(CNC(=O)CS(=O)(=O)c2cn(CC(=O)N3CCOCC3)c3ccccc23)cc1	1	-4	-5	5	-1	-5	2	-20	-1.0	-13
CN1C(=O)C2(c3ccccc31)c1c(oc3ccccc3c1=O)C(=O)N2CCCO (stereo not drawn)	5	·	11	-11	-1	-6	7	-15	-0.4	-7
COc1ccc(Cc2nc(C)cc(Cl)n2)cc1[N+](=O)[O-]	-2	·	33	-33	3	-1	3	-9	0.8	1
Cn1c(=O)c2cn(Cc3ccc(Cl)cc3)cc2n(C)c1=O	-2	-8	15	-15	·	-7	-3	-7	-0.2	-6
Brc1ccc2nc(-c3c[nH]c4ccccc34)cn2c1	1	63	-84	84*	8	27	0	1	0.7	3
COc1ccc(NC(=O)N2CCC(C(=O)c3ccc(F)cc3)CC2)cc1	1	-3	-54	54	·	-1	0	-7	-1.2	7
COc1ccc(/C=C/C(=O)NC(=S)NNC(=O)c2cccnc2)cc1	-2	7	-7	7	·	7	-7	3	0.6	-4
Cc1ccc(OCC(=O)Nc2sc3c(c2C#N)CCC3)cc1C	-1	·	-13	13	1	-1	5	6	-0.9	3
CC(C)Nc1nc(-c2ccccc2)nc(-n2ccnc2)n1	1	·	3	-3	-1	7	3	-9	0.6	-18
Cc1ccc(-c2nc3ccccc3c(C(=O)NCc3cccs3)c2C)cc1	8	-16	-37	37	0	0	-1	-15	2.9	-3
CC(=O)N(Cc1cc(=O)[nH]c2ccccc12)c1cccc(C)c1	-3	-15	1	-1	·	-13	-2	13	1.1	-13
Cc1cccc(N2CCN(C(=O)c3csc4ccccc34)CC2C)c1 (stereo not drawn)	-2	17	·	·	·	0	2	-1	-1.2	-5
O=C(C(=O)N1CCOCC1)c1cn(CC(=O)N2CCc3ccccc3C2)c2ccccc12	2	-6	-8	8	0	4	-1	-9	0.7	-6
O=C(NNC(=O)c1n[nH]c(=O)c2ccccc12)c1ccc(Br)cc1	3	-3	14	-14	4	-6	-1	-9	-3.7	1
CCN(CC(=O)Nc1ccccc1Br)Cc1nc2ccccc2c(=O)[nH]1	0	3	3	-3	·	2	1	-2	1.0	-1
CC(C)(C)c1ccc(N2C(=O)CSC2c2cccnc2)cc1 (stereo not drawn)	-3	-8	-1	1	-1	5	0	-7	-3.5	-4
CCOc1nc(Nc2ccc(OC)c(Cl)c2)nc(OCC)n1	-1	8	-37	37	0	11	-5	1	-3.0	4
O=C(O)CCN1C(=O)C2C3CC(C2C1=O)C1C(c2ccccc2)c2sc(=O)n(-c4ccccc4)c2SC31 (stereo not drawn)	4	-2	-11	11	-1	-2	13	-19	-1.0	-15
CN1C(=O)C(=O)N(c2cccc(C(F)(F)F)c2)C1=O	-1	-7	13	-13	3	1	-5	-8	1.1	-9
CN1CCN(c2cc(=O)n(C3CCCCC3)c(=O)[nH]2)CC1	3	·	18	-18	2	-9	3	9	0.0	-2
CC(=O)c1cc(C#N)c(SCc2ccc([N+](=O)[O-])cc2)nc1C	1	7	-18	18	-5	2	1	-1	0.7	-3
Cn1ccnc1SCC(=O)Nc1ccc(F)c([N+](=O)[O-])c1	1	17	14	-14	-1	4	0	-3	0.1	-6

Entries shown so far that have a Cl atom (3):
Compound	HTR5A ag ctr	MITF TRPM1 HTS	SR-BI DiI-HDL act	SR-BI DiI inh	Wnt act	Rtt109 Vps75	RTF Ca sens act	PvdQ inh	CDK5 inh	dFosB act
COc1ccc(Cc2nc(C)cc(Cl)n2)cc1[N+](=O)[O-]	-2	·	33	-33	3	-1	3	-9	0.8	1
Cn1c(=O)c2cn(Cc3ccc(Cl)cc3)cc2n(C)c1=O	-2	-8	15	-15	·	-7	-3	-7	-0.2	-6
CCOc1nc(Nc2ccc(OC)c(Cl)c2)nc(OCC)n1	-1	8	-37	37	0	11	-5	1	-3.0	4

The listing picks up, starting 2 compounds before the break.
Compound	HTR5A ag ctr	MITF TRPM1 HTS	SR-BI DiI-HDL act	SR-BI DiI inh	Wnt act	Rtt109 Vps75	RTF Ca sens act	PvdQ inh	CDK5 inh	dFosB act
CC(=O)c1cc(C#N)c(SCc2ccc([N+](=O)[O-])cc2)nc1C	1	7	-18	18	-5	2	1	-1	0.7	-3
Cn1ccnc1SCC(=O)Nc1ccc(F)c([N+](=O)[O-])c1	1	17	14	-14	-1	4	0	-3	0.1	-6
O=C(O)/C=C/C(O)c1ccc(Cl)cc1 (stereo not drawn)	3	-3	5	-5	-4	-2	-3	0	-1.8	0
O=C(Nc1cccc(C(=O)N2CCOCC2)c1)c1cccnc1	2	-4	13	-13	·	-2	1	-9	2.5	-11
Cc1cc2c(cc1C)NC(=O)CC(c1ccccc1)=N2	1	80	-18	18	-2	-1	-5	-14	0.6	-5
CN(C)S(=O)(=O)c1c(Cl)cccc1Cl	-1	-4	-1	1	-5	2	3	-2	0.2	1
Cc1ccsc1/C=N/NC(=O)Cn1nc(C)c([N+](=O)[O-])c1C	4	9	0	0	-2	-3	3	-1	-0.7	-1
CC1CCCN(CCCOc2ccc([N+](=O)[O-])cc2)C1 (stereo not drawn)	0	1	29	-29	·	-9	6	-9	-0.1	-7
Cc1ccc(/C=N/n2cc(-c3ccccc3)[nH]c2=S)s1	4	12	-9	9	6	0	-4	-4	5.9	-5
C/C(=N/NC(=O)c1cc2ccccc2cc1O)C1C(=O)c2ccccc2C1=O	7	-5	·	67	-3	-2	-4	6	0.1	-1
CCCCNC(=O)c1onc(CSc2cc(C)ccc2C)c1C(=O)O	3	-3	49	-49	4	-1	-2	-15	1.6	5
CCOCCCNCc1cc(Cl)cc(Cl)c1OCC	-2	12	·	·	3	-2	-3	-11	0.1	-3
Cc1onc(-c2c(Cl)cccc2Cl)c1C(O)c1ccccc1 (stereo not drawn)	2	0	-12	12	0	-6	10	-19	0.4	-2
Cc1ccc(OC(=O)c2ccc3c(=O)n4c(nc3c2)CCC4)cc1	-1	8	10	-10	5	-7	-9	-3	0.7	-11
Cc1cc2oc(C(=O)N(Cc3ccco3)C3CCS(=O)(=O)C3)cc(=O)c2cc1Cl (stereo not drawn)	2	6	18	-18	·	2	4	-1	1.5	-7
CC(NC(=O)CN(C)S(=O)(=O)c1ccc2c(c1)c(=O)n(C)c(=O)n2C)c1ccccc1 (stereo not drawn)	3	3	-2	2	-2	21	-2	1	-1.7	-4
Cc1cc2nc(-c3ccccn3)c(-c3ccccn3)nc2cc1C	3	7	1	-1	6	-17	-2	-5	1.3	-5
CCNc1ccc(P(=O)(c2ccccc2)c2ccccc2)cc1	-2	0	26	-26	-1	-2	-6	-7	1.8	-1
CC(C)C1OC2c3cccc4cccc(c34)C2N1c1ccccc1 (stereo not drawn)	-7	·	-19	19	·	-6	-5	-15	-2.7	-3
CCOC(=O)c1cc2c(ccn2C)n1CC(=O)N(Cc1ccccc1)c1ccc(F)cc1	6	-18	0	0	-10	18	-10	1	-0.5	-2
Nc1nc(-c2ccc(Br)cc2)cc(C(F)(F)F)n1	3	6	15	-15	0	-1	-1	-5	0.9	1
CCn1c(O)c(/C=C/C=C/C=Nc2ccccc2)sc1=S	1	17	-11	11	6	2	1	-7	0.2	-10
COc1ccccc1N1CCN(S(=O)(=O)c2c(C)sc3ncn(CC(=O)NCCN(C)C)c(=O)c23)CC1	5	0	15	-15	-1	11	-6	-4	0.6	-2
COc1ccccc1/C=C/C=N\N1CCN(Cc2ccccc2Cl)CC1	-2	20	-14	14	-4	-4	7	-11	0.2	-4
COc1cc(C(=O)NCC(=O)N/N=C\C(C)=C/c2ccccc2)cc(OC)c1OC	-4	-12	-34	34	-1	18	1	1	-9.1	-34
CCOc1ccc(CCNC(=O)c2ccc(C)c(NC3=NC4CS(=O)(=O)CC4S3)c2)cc1 (stereo not drawn)	-1	-2	-5	5	0	0	-2	-3	-1.9	-1
O=c1c(Cc2ccc(F)cc2)c(O)ccn1CC1CCCO1 (stereo not drawn)	-1	11	9	-9	-2	2	4	3	5.2	-5

Looked up one by one from the list above:
Compound	HTR5A ag ctr	MITF TRPM1 HTS	SR-BI DiI-HDL act	SR-BI DiI inh	Wnt act	Rtt109 Vps75	RTF Ca sens act	PvdQ inh	CDK5 inh	dFosB act
CCOCCCNCc1cc(Cl)cc(Cl)c1OCC	-2	12	·	·	3	-2	-3	-11	0.1	-3
O=c1c(Cc2ccc(F)cc2)c(O)ccn1CC1CCCO1 (stereo not drawn)	-1	11	9	-9	-2	2	4	3	5.2	-5

From PubChem
